# Growth percent in the NCI-60 one-dose screen (48 h, 10 µM unless noted): 100 = growth as untreated, 0 = no growth, -100 = all killed.
# HS 578T = HS 578T breast cancer | 4.1% of 78,000 active | AID 1794788
# MALME-3M = MALME-3M melanoma | 5.8% of 78,000 active | AID 1794766
# BT-549 = BT-549 breast cancer; 4.4% of 78,000 active
# MCF7 = MCF7 breast cancer | 6.3% of 82,000 active
# UACC-62 = UACC-62 melanoma | AID 1794756 | 5.4% of 81,000 active
# LOX IMVI = LOX IMVI melanoma; 7.4% of 79,000 active
# UACC-257 = UACC-257 melanoma; 4.4% of 78,000 active; AID 1794764
# T-47D = T-47D breast cancer. 5% of 79,000 active
# The depositor's hits bear a star; . = not tested or not shown. How the source made its calls: active means growth percent below 10; inactive means the rest. Outcome played no part in choosing rows (roughly 11% active in at least one column).
SMILES,HS 578T,MALME-3M,BT-549,MCF7,UACC-62,LOX IMVI,UACC-257,T-47D
O=C(Oc1ccc[nH]c1=O)c1ccccc1,116,97,104,99,94,92,116,91
O=c1c2cc(F)ccc2sc2c(-n3cccc3)nc3ccccc3c12,75,101,101,57,79,86,106,58
CCN(CC)Cc1cc(Nc2nc(NC3CCC(N(C)C)CC3)c3ccccc3n2)ccc1OC (stereo unspecified),73,69,107,40,98,34,-33*,54
COc1ccc(-c2c(N)oc3ccc(Cl)cc3c2=O)cc1OC,104,97,116,90,96,98,104,93
C=C1CC[C@@H]2[C@](C)(COC(C)=O)[C@H](OC(C)=O)CC[C@@]2(C)[C@@H]1CC(NCCCCCCCC)C1=CCOC1=O (stereo partly specified),83,84,70,69,48,54,61,58
COc1cc(/C=C/C(=O)c2ccc(S(=O)(=O)NCCNc3nc(Nc4ccc(F)cc4)nc(N(C)C)n3)cc2)cc(OC)c1OC,67,54,-10.0*,-76*,34,-100*,72,26
N#Cc1c(-c2cccs2)cc(-c2cnccn2)nc1SCC(=O)Nc1ccc(C(F)(F)F)cc1,86,109,108,72,86,94,108,99
CC1=NN2C(=NC3=C(CCC/C3=C\c3ccc(Cl)cc3)C2c2ccc(Cl)cc2)S1 (stereo unspecified),101,.,98,24,83,61,106,89
C=CCn1c(SCC(=O)Nc2ccc(C(=O)/C=C/c3ccc(Cl)cc3)cc2)nnc1-c1ccc(Cl)c(Cl)c1,91,85,78,20,62,72,94,77
CC1(C)C(=O)/C(=C\O)C[C@]2(C)[C@H]3C(=O)C=C4[C@@H]5C[C@@](C)(C(=O)O)CC[C@]5(C)CC[C@@]4(C)[C@]3(C)CC[C@@H]12,108,105,118,90,95,104,108,99
CC/C=C\C[C@H](F)C/C=C1/C(=O)C=C[C@@H]1C/C=C\CCCC(=O)OC,45,-14*,-2.6*,12,-49*,-50*,-0.6*,4.7*
O=C1N=c2ccc(Cl)cc2=C1c1sc(=Nc2ccccc2)n(Cc2nc3ccccc3[nH]2)c1O,115,104,143,65,91,94,114,62
O=Cc1cnc(C2OCCO2)s1,111,103,105,96,110,96,105,82
COc1ccccc1C1C2=C(CC(C)(C)CC2=O)N(CCc2ccc(S(N)(=O)=O)cc2)C2=C1C(=O)CC(C)(C)C2,105,101,116,90,97,102,102,102
O=C(CNc1ncnc2sc3c(c12)CCCC3)NNC(=S)Nc1ccccc1,106,105,103,88,93,99,105,93
N#CCNc1ccccc1N,92,96,87,89,95,95,98,60
O=C(Nc1ccc(OCC(=O)c2ccccc2)cc1)Nc1ccc(Cl)c(C(F)(F)F)c1,9.2*,10,34,35,-21*,-24*,7.8*,3.3*
CCOC(=O)c1ccc2c(c1N1CCN(c3ccc(F)cc3)CC1)N(O)ON2,111,107,91,99,96,120,104,88
COc1cc(Cn2c(SCC(=O)Nc3cc(OC)c(OC)c(OC)c3)nc3ccccc3c2=O)cc(OC)c1OC,48,83,65,95,84,92,102,77
O=C(CSc1nnc(-c2c[nH]c3ccccc23)n1-c1ccccc1)Nc1ccc(C(=O)/C=C/c2ccc(Cl)cc2)cc1,73,62,94,6.1*,63,68,104,40
Cc1cc(C)c(N2C(=O)CC(Nc3cccc(C)c3C)C2=O)c(C)c1 (stereo unspecified),104,100,105,104,98,.,98,102
COC(=O)[C@]1(C)CCC[C@]2(C)[C@H]3C[C@@H]4[C@H]5[C@@H]6C/C(=C\c7cccnc7)C(=O)[C@H]5[C@@]3(CC[C@H]21)CC4(C(C)C)O6,91,99,108,71,62,90,92,78
Cc1ccccc1-n1c(C)nc2cc(N3C(=O)CSC3c3ccc(F)cc3)ccc2c1=O (stereo unspecified),116,121,118,91,86,96,103,98
Cc1ccc(Nc2ncnc3c2sc2ncccc23)cc1,102,107,111,93,103,100,99,96
C#CC1(O)CCC2C3CCC4=Cc5oncc5CC4(C)C3CCC21C (stereo unspecified),35,109,88,98,51,92,90,77
COC1OC2COC(c3ccccc3)OC2C(OS(=O)(=O)c2ccc(C)cc2)C1OS(=O)(=O)c1ccc(C)cc1 (stereo unspecified),94,125,116,92,102,91,94,95
COc1cc(/C=N/Nc2cccc(Br)c2)cc(OC)c1OC,87,77,100,51,41,29,86,38
O=Cc1cc(-c2ccc3c4c(cccc24)C(=O)N(N2C(=O)c4cccc5cccc(c45)C2=O)C3=O)ccc1O,97,100,99,93,103,.,115,94
C=C(C)C(=O)O[C@H]1C[C@@]2(C)OC(=CC2=O)/C(CO)=C\[C@H]2OC(=O)C(=C)[C@H]12,17,-69*,-7.7*,-7.5*,.,-94*,-34*,-5.9*
COc1cc(/C=N/N2C(=O)c3ccccc3C2=O)ccc1O,104,113,114,97,103,101,81,105
C/C(=C/c1c(O)n(C)c2ccccc12)N=O,90,85,98,83,81,91,93,81
N=C(N)SCc1c2ccccc2c(CSC(=N)N)c2ccccc12,86,71,102,38,73,56,119,71
Cc1cc(Cl)ccc1NC(=O)NC(C)(C)COC(=O)Nc1cccc(Cl)c1,83,74,88,53,53,.,87,33
O=S(=O)(NCCNc1nccc(-c2c(-c3cccc(O)c3)nc3sccn23)n1)c1ccccc1,51,17,49,20,13,34,22,58
O=Cc1cn(S(=O)(=O)c2ccccc2)c2ccccc12,97,96,94,89,79,88,104,92
COc1ccc(C(=O)NCc2ccc(OCC(=O)NO)c(OC)c2)cc1,104,101,112,98,91,98,106,103
CCCCCCCCCCC(=O)CCCCCCCCCC,114,99,95,101,105,95,101,92
Cc1ccc(Nc2cc(N)nc(N)n2)cc1,100,102,113,86,97,98,110,99
C#Cc1cccc(Nc2ncnc3cc(NC(=O)CCl)ccc23)c1,-2.3*,-74*,-77*,-50*,-69*,-63*,-7.0*,-53*
O=C(Nc1ccc(C(=O)Nc2cc(S(=O)(=O)O)cc3cccc(S(=O)(=O)O)c23)cc1)Nc1ccc(C(=O)Nc2cc(S(=O)(=O)O)cc3cccc(S(=O)(=O)O)c23)cc1,100,109,112,99,90,111,123,98
COC(=O)/C=C1/CCCCC1(C)C(=O)OC (stereo unspecified),105,109,90,106,106,102,98,110
Cn1c(=O)c2[nH]c(SC/C(=N/O)c3ccccc3)nc2n(C)c1=O,102,101,112,87,94,102,96,102
COc1ccc(OC)c(C(O)CNC(=O)CN)c1 (stereo unspecified),108,95,111,104,98,100,108,96
Nc1nc2ccccc2c2c(=O)c3ccc(Cl)cc3sc12,89,107,94,30,93,98,105,54
O=c1c2cc(F)cc(Cl)c2sc2c(NCc3ccccc3)nc3ccccc3c12,104,108,111,32,86,87,104,70

# Gathered by group, the compounds so far with a CF3 group (2)
SMILES,HS 578T,MALME-3M,BT-549,MCF7,UACC-62,LOX IMVI,UACC-257,T-47D
N#Cc1c(-c2cccs2)cc(-c2cnccn2)nc1SCC(=O)Nc1ccc(C(F)(F)F)cc1,86,109,108,72,86,94,108,99
O=C(Nc1ccc(OCC(=O)c2ccccc2)cc1)Nc1ccc(Cl)c(C(F)(F)F)c1,9.2*,10,34,35,-21*,-24*,7.8*,3.3*

# (list continues)
SMILES,HS 578T,MALME-3M,BT-549,MCF7,UACC-62,LOX IMVI,UACC-257,T-47D
CC(O)C1CCC2C3CCC4CC(O)CCC4(C)C3C(=O)CC12C (stereo unspecified),104,91,.,101,98,97,108,103
CN1CC[C@H](c2c(O)cc(O)c3c(=O)cc(-c4ccccc4Cl)oc23)[C@H](O)C1,.,-45*,-8.3*,4.7*,-50*,4.8*,-24*,0.5*
COc1ccc(-c2nc(SCCC(C)C)nc(NN)c2C#N)cc1,63,105,85,81,53,50,109,76
Cc1ccc(-c2csc(Nc3ccc4nc5n(c(=O)c4c3)CCC5)n2)cc1,107,113,104,89,102,100,111,107
Cc1cc2c(-c3nc4ccccn4c3NC3CCCCC3)c(O)c(O)cc2c(O)c1-c1c(C)cc2c(-c3nc4ccccn4c3NC3CCCCC3)c(O)c(O)cc2c1O,22,43,30,43,-1.7*,27,.,12
N#Cc1ccc(-c2ccc3[nH]c(=O)nc(-c4ccccc4)c3c2)cc1,81,119,95,92,83,88,90,73
CCOC(=O)c1ccc(S(=O)(=O)N(C)c2oc(-c3cccc4ccccc34)nc2C#N)cc1,100,114,110,97,104,98,106,90
C#C[C@@]1(O)[C@@H](CO)O[C@@H](n2cc(Br)c3c(N)ncnc32)[C@@H]1O,-5.7*,5.7*,-45*,-18*,15,-57*,58,-20*
COc1ccc(-n2cc(COc3ccc4c5ccnc(C)c5n(CC(C)C)c4c3)nn2)cc1,50,71,66,54,71,77,53,39
CCOC(=O)N/N=C/c1ccc([N+](=O)[O-])o1,105,92,112,102,98,82,91,.
CCCCN1CCCCC1C(=O)Nc1c(C)cccc1C (stereo unspecified),108,84,109,.,98,96,100,111
CC1CN=C(c2cccc(-c3ccc(-c4ccccc4)o3)c2)N1 (stereo unspecified),17,-85*,51,-57*,-62*,-86*,-59*,-32*
CCn1c(N)cc(=O)[nH]c1=S,109,85,114,102,91,97,99,.
CCOC(=O)CC(CC(=O)OCC)(C(=O)OCC)C(=O)OCC,114,95,100,89,102,97,101,105
CCCCCCCCCCCCCCCCCCOCC(COP(=O)([O-])OCC[N+](C)(C)C)OC (stereo unspecified),.,81,97,81,73,85,95,88
O[N+]1=CC=CCC1=S.On1ccccc1=S.[Zn],7.6*,-55*,-84*,-76*,-78*,-70*,-89*,-85*
O=C1C(=Nc2cccc(Cl)c2)CC(c2ccc(Cl)cc2)N1c1cccc(Cl)c1 (stereo unspecified),97,92,97,77,94,102,95,65
Cc1cc(-c2ccccc2)[s+]s1,102,98,99,89,86,114,117,100
O=C1CCCCC1C(=O)C(F)(F)F (stereo unspecified),102,124,123,93,88,105,122,95
COc1ccc(-c2nn(C(=O)c3cc(OC)c(OC)c(OC)c3)c3cc(N)ccc23)cc1,35,68,21,6.7*,43,26,86,60
C=C1CC[C@H]2[C@@](C)(CCC3OC(c4ccc(OCc5cn(C6OC(COC(C)=O)C(OC(C)=O)C(OC(C)=O)C6OC(C)=O)nn5)cc4)OC[C@]32C)[C@@H]1/C=C/C1=CCOC1=O (stereo partly specified),92,90,95,91,92,.,110,89
CCN(CC)c1ncnc2c1ncn2Cc1nnc2c3ccccc3c(Cl)nn12,81,74,63,73,64,82,90,107
c1ccc(CSc2nnc(-c3ccc4nc(-c5ccccc5)[nH]c4c3)o2)cc1,-1.9*,7.8*,35,1.5*,5.2*,-44*,58,15
O=CNc1c2ccccc2c(NC=O)c2ccccc12,103,121,102,94,102,96,112,98

# Structural class, the compounds so far containing an aryl thioether with sulfur outside any ring
SMILES,HS 578T,MALME-3M,BT-549,MCF7,UACC-62,LOX IMVI,UACC-257,T-47D
N#Cc1c(-c2cccs2)cc(-c2cnccn2)nc1SCC(=O)Nc1ccc(C(F)(F)F)cc1,86,109,108,72,86,94,108,99
C=CCn1c(SCC(=O)Nc2ccc(C(=O)/C=C/c3ccc(Cl)cc3)cc2)nnc1-c1ccc(Cl)c(Cl)c1,91,85,78,20,62,72,94,77
COc1cc(Cn2c(SCC(=O)Nc3cc(OC)c(OC)c(OC)c3)nc3ccccc3c2=O)cc(OC)c1OC,48,83,65,95,84,92,102,77
O=C(CSc1nnc(-c2c[nH]c3ccccc23)n1-c1ccccc1)Nc1ccc(C(=O)/C=C/c2ccc(Cl)cc2)cc1,73,62,94,6.1*,63,68,104,40
Cn1c(=O)c2[nH]c(SC/C(=N/O)c3ccccc3)nc2n(C)c1=O,102,101,112,87,94,102,96,102
COc1ccc(-c2nc(SCCC(C)C)nc(NN)c2C#N)cc1,63,105,85,81,53,50,109,76
c1ccc(CSc2nnc(-c3ccc4nc(-c5ccccc5)[nH]c4c3)o2)cc1,-1.9*,7.8*,35,1.5*,5.2*,-44*,58,15

# Screening results as filed in PubChem.
